Assay outcomes: PubChem BioAssay, National Center for Advancing Translational Sciences (NCATS)
Tau fibril ThT – inhibitors of human tau fibril formation, thioflavin T binding; P10636; recombinant tau K18 P301L (four-repeat tau fragment), heparin-induced fibrillization, ThT fluorescence; Potency, µM (top dose mostly 57.4 µM), inactives show at the top dose activity, negative = inhibition, hits mostly inhibitors; 270,000 tested, 2.1% active; active = well fitted inhibition curve with a large enough effect; inconclusive = small, poorly fitted or top-dose-only effect; note: nearly all actives have a fitted effect of over 55% in size
Target sequence (P10636 561-689 P618L limits assumed): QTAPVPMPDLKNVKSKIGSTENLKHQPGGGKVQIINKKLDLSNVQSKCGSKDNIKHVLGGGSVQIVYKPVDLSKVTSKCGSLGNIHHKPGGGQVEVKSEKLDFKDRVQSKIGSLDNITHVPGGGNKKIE
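Tau K18 P301L fragment (15 uM unlabeled plus 0.24 uM Alexa 594-labeled) in 100 mM sodium acetate pH 7 with compound, fibrillization induced by 20 uM heparin for 6 hr at 37 C. Thioflavin T (30 uM) added, fluorescence read after 1 hr (ex 450, em 510 nm).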
LMNA splice mod – modulators of lamin A splicing; HeLa LMNA splicing GFP/RFP minigene ratio, 48 h; Potency, µM (series often up to 46.1 µM), for the others: top-dose ratio change, negative = inhibition, hits mostly inhibitors; 200,000 tested, 0.01% active; active = well fitted inhibition curve with a large enough effect in the signal ratio, with a control signal flat, not every such curve was filed as active; inconclusive = small, poorly fitted or top-dose-only effect, or effect the other way, or a change in a side signal; the % refers to the signal ratio
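S3 HeLa cells stably expressing lamin A-EGFP splicing minigene plus DsRed2, 600 cells/well, 48 h compound exposure at 37C. Laser-scanning cytometry; analysed as GFP (500-530 nm)/RFP (575-640 nm) total intensity ratio; 0.5% DMSO vehicle.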
Starred values were filed as active, the others as inactive; ? = inconclusive; [ ] = another dose, or the depositor's remark. % is set by controls: 0 for no effect and ±100 for the full control effect; potency is the fitted concentration of half-maximal effect. A portion of the library (hit frequency here may not be typical).

SMILES | Tau fibril ThT | LMNA splice mod
COc1ccc(CNC(=O)CC(c2ccc(OC)cc2)N2Cc3ccccc3C2=O)cc1 (stereo not drawn) | -17% | 4%[46 µM]
Cc1cc(-n2c(C)nc3ccccc3c2=O)ccc1NC(=O)c1ccc(C)c([N+](=O)[O-])c1 | -17% | -4%[46 µM]
COc1cccc(N2CC(NC(=O)C3CC3)CC2=O)c1 (stereo not drawn) | -3% | 6%[46 µM]
COc1ccc(N2CCN(C(=O)C(C)n3c(=O)cc(C(F)(F)F)c4c(C)nn(C)c43)CC2)cc1 (stereo not drawn) | ? | -2%[46 µM]
Cc1ccc(NC(=O)c2cc3c(=O)n(Cc4ccco4)ccc3nc2C)cc1C | ? | -7%[46 µM]
Cc1ccc(S(=O)(=O)C(CNC(=O)Cc2ccc(Cl)cc2)c2cccs2)cc1 (stereo not drawn) | -6% | 4%[46 µM]
CCC(=O)N1c2ccccc2CC1C(=O)N1CCN(c2ccccc2)CC1 (stereo not drawn) | -3% | -2%[46 µM]
Cc1ccc(-n2cnnn2)cc1S(N)(=O)=O | 9% | 1%[46 µM]
Cc1nn2c(=O)cc(COC(=O)c3ccc(F)cc3)nc2s1 | -12% | 13%[46 µM]
CCCN1C(=O)CN(C2CCCCCC2)C(=O)C1c1ccc(OCC)c(OC)c1 (stereo not drawn) | -1% | ?
CCN(CC)C(=O)c1sc2c(c1C)c(=O)n(-c1ccccc1)c(=O)n2Cc1cc(=O)n2ccccc2n1 | -1% | 0%[46 µM]
CCCC(=O)NCc1nc2cccnc2n1Cc1ccc(F)cc1 | ? | 8%[46 µM]
COc1cccc(CNc2ncc(-c3ccc(Br)cc3)n2C)c1 | ? | ?
CCOC(=O)c1cc(-c2ccccc2)n(CCCC(=O)Nc2ccc(C)cc2Cl)c1C | -3% | 8%[46 µM]
COc1ccc(CCNC(=O)c2c(Nc3ccccc3C)sc(C(=O)c3ccccc3)c2N)cc1OC | ? | ?
CC(C)CCNC(=O)c1cc2cc(S(=O)(=O)N3CCCCC3)ccc2n1C | 5% | -1%[46 µM]
Cc1ccccc1Nc1nn2c(=O)c3ccc(C(=O)N4CCCC(C)C4)cc3nc2s1 (stereo not drawn) | -8% | 10%[46 µM]
O=C(CSCc1cc(=O)c2ccccc2[nH]1)Nc1cccc(C(F)(F)F)c1 | -1% | ?
COc1ccc(Cn2c(CO)cnc2SCc2ccc(C)cc2)cc1 | -1% | 8%[46 µM]
CCc1ccccc1N(C)C(=O)C1CCCN(c2ncnc3onc(-c4ccc(F)cc4)c23)C1 (stereo not drawn) | -8% | 9%[46 µM]
COc1ccc(C2C(=O)N(C3CCC(C)CC3)CC(=O)N2C2CCCC2)cc1OC (stereo not drawn) | -2% | -9%[46 µM]
COc1cccc(Cc2nc3ccccc3nc2SCC(=O)Nc2ccccc2F)c1 | -2% | ?
O=C(Nc1ccc(N2CCN(c3ccc(F)cc3)CC2)c(C(=O)O)c1)c1ccccc1F | -11% | 1%[46 µM]
COc1ccc(CNC(=O)C2=C(C)C(=O)OC23CCCCC3)cc1OC | -5% | 8%[46 µM]
CC1CCN(S(=O)(=O)c2ccc(N3CCCCS3(=O)=O)cc2)CC1 | 8% | 11%[46 µM]
(more compounds)
SMILES | Tau fibril ThT | LMNA splice mod
CCOC(=O)C1CCN(C(=O)Cn2ncc3c([nH]c4ccc(C)cc43)c2=O)CC1 | -4% | ?
COc1ccc(Cl)cc1NC(=O)c1c(NCc2sccc2C)sc2c1CCCC2 | 4µM* | 3%[46 µM]
CCC1CN(C(=O)NCc2ccccc2)c2cc(Cl)ccc2O1 (stereo not drawn) | 1% | 17%[46 µM]
Cc1nc(N2CCCC2)ncc1C(=O)N1CCN(c2ccc(Cl)cc2)CC1 | -2% | ?
Cn1c(SCC(N)=O)nc2c([nH]c3ccccc32)c1=O | 1% | ?
COc1ccc(N2CCN(C(CNC(=O)c3ccc(OC)c(OC)c3)c3cccnc3)CC2)cc1 (stereo not drawn) | -3% | -9%[46 µM]
CCN(Cc1ccccc1)C(=O)c1sc2nc3n(c(=O)c2c1C)CCCC3 | ? | ?
CC(CC(=O)Nc1ccc(Br)cc1F)S(=O)(=O)c1ccc2c(c1)NC(=O)CO2 (stereo not drawn) | 5% | ?
CC1=C(c2ccc(C)c(C)c2)S(=O)(=O)N=C1N1CCC(C(=O)Nc2cccc(F)c2)CC1 | 6% | ?
CC(=O)c1ccc(NC(=O)C2CCN(S(=O)(=O)c3c(C)noc3/C=C/c3ccc(C)cc3)CC2)cc1 | 5% | ?
COc1cc(C(=O)N2CCN(CCc3ccncc3)CC2)cc(OC)c1OC | 0% | 12%[46 µM]
CCN(C(=O)CSc1nc2ccccc2nc1Cc1cccc(OC)c1)c1cccc(C)c1 | -6% | ?
COc1cc(C(=O)NCC(c2ccc(N(C)C)cc2)N2CCCC2)cc(OC)c1OC (stereo not drawn) | 3% | 2%[46 µM]
O=C(NCCc1ccccc1)C(=O)NCC(c1cccnc1)N1CCN(c2ccccc2F)CC1 (stereo not drawn) | 2% | -13%[46 µM]
Cc1ccc(C(=O)c2cn(CC(=O)NCc3ccccc3Cl)c3nc(C)ccc3c2=O)cc1 | -4% | 15%[46 µM]
O=C(Cn1cnc2c(oc3ccccc32)c1=O)Nc1ccc(OC(F)(F)F)cc1 | 5% | ?
CCOC(=O)c1ccc2oc(=O)n(Cc3ccccc3)c2c1 | 5% | 24%[46 µM]
COCCCNC(=O)c1nn(C)c2c1CS(=O)(=O)c1ccccc1-2 | -10% | ?
Cc1ccc(CNC(=O)c2sc3nc[nH]c(=O)c3c2C)cc1 | 1% | -2%[46 µM]
COc1ccc(-c2nc(C)c(CCNC(=O)C(=O)Nc3ccccc3F)s2)cc1 | ? | 9%[46 µM]
Cc1ccc(Cl)cc1N1CCN(C(=O)c2sc3nc4n(c(=O)c3c2C)CCC4)CC1 | 2% | 14%[46 µM]
Cn1c(=O)c2c(n3c4ccccc4nc13)NC(=O)CC2c1cccc(F)c1 (stereo not drawn) | -4% | -13%[46 µM]
CC(C)CNC(=O)N1CCN(S(=O)(=O)c2ccc3c(ccn3C)c2)CC1 | -3% | -14%[46 µM]
Cc1nc(-c2ccccc2)sc1CCNS(=O)(=O)c1ccccc1 | -1% | -13%[46 µM]
Cn1cc(S(=O)(=O)N2CCCCCC2)cc1C(=O)NCc1ccccc1Cl | 1% | 21%[46 µM]

Random excerpt: two compounds from above.
SMILES | Tau fibril ThT | LMNA splice mod
Cn1c(SCC(N)=O)nc2c([nH]c3ccccc32)c1=O | 1% | ?
CCN(C(=O)CSc1nc2ccccc2nc1Cc1cccc(OC)c1)c1cccc(C)c1 | -6% | ?

Single records, as listed above. Screens in order: Tau fibril ThT	LMNA splice mod
Profile of `COCCCNC(=O)c1nn(C)c2c1CS(=O)(=O)c1ccccc1-2` → -10%	?
Profile of `COc1ccc(Cl)cc1NC(=O)c1c(NCc2sccc2C)sc2c1CCCC2` → 4µM*	3%[46 µM]

(list continues)
SMILES | Tau fibril ThT | LMNA splice mod
CCOc1ccc(NC(=O)CSC2=Nc3ccccc3C3=NC(CCC(=O)NCc4ccccc4)C(=O)N23)cc1 (stereo not drawn) | -2% | ?
COc1ccc(-c2nc3ccc(NS(=O)(=O)c4ccc(Cl)cc4)cc3o2)cc1 | ? | ?
O=C(NCc1ccccc1Cl)C1CCC(CNS(=O)(=O)c2ccc(Cl)cc2)CC1 (stereo not drawn) | -4% | 19%[46 µM]
Cc1ccc(C(=O)Nc2cc3c(cc2C)n(C)c(=O)c(=O)n3C)cc1 | -10% | 1%[46 µM]
Cc1ccc(C)c(NC(=O)CN2C(=O)C(C)(C)c3ccccc32)c1 | -4% | 9%[46 µM]
CCCCSCCCNC(=O)C1CCC(CNS(=O)(=O)c2c(C)cc(C)cc2C)CC1 (stereo not drawn) | -18% | -22%[46 µM]
Cc1ccc(Cl)cc1N1CCN(C(=O)c2noc3c2CCCC3)CC1 | -16% | -9%[46 µM]
CCOc1ccc(S(=O)(=O)NCCc2sc(-c3ccc(C)cc3)nc2C)cc1 | -12% | -2%[46 µM]
CCOC(=O)c1ccc(NC(=O)c2c(NCc3cccs3)sc3c2CCCC3)cc1 | ? | ?
CCOc1cc(CNC(=O)C2COc3ccccc3C2)cc(OCC)c1OCC (stereo not drawn) | -6% | ?
Cc1ccc(Cl)cc1-n1ncc2c(NCCCn3ccnc3)ncnc21 | 7% | ?
CCCn1ccc2c(OCC(=O)Nc3cc(C)ccc3C)cccc2c1=O | -26% | 5%[46 µM]
COc1cc(OC)c(NS(=O)(=O)c2cc3c(cc2C)NC(=O)CO3)cc1Cl | 2% | 25%[46 µM]
CCCCNC(=O)c1cc(Sc2ccc(OCC)cc2)nc2ccccc12 | 12% | 11%[46 µM]
Cc1cccc(OCC(=O)Nc2ccc(C(=O)OCc3cc(=O)n4nc(C5CC5)sc4n3)cc2)c1 | 0% | 9%[46 µM]
COc1ccc(NC(=O)N(Cc2ccco2)C2CCN(C(C)=O)CC2)c(OC)c1 | -2% | 7%[46 µM]
CCOC(=O)c1cc(S(=O)(=O)Nc2cc(F)ccc2C)[nH]n1 | -3% | 3%[46 µM]
CSc1ccc(CNc2ncc(-c3ccccc3)n2C)cc1 | -21% | 0%[46 µM]
O=C(NCC(c1ccc2c(c1)OCO2)N1CCOCC1)c1ccccc1 (stereo not drawn) | 3% | 7%[46 µM]
COc1ccc(Nc2cc(C(=O)NCc3ccccc3OC)c3ccccc3n2)cc1 | -2% | -13%[46 µM]
Cc1ccc(CSc2nc3cccnc3n2Cc2ccc(C(=O)NCc3cccs3)cc2)cc1 | 7% | 23%[46 µM]
Cc1cccc(-n2cnc3cc(C(=O)NC4CCCCCC4)ccc32)c1 | ? | ?
CCc1cccc(C)c1NC(=O)CN1C(=O)C2(SCC(=O)N2c2cccc(F)c2)c2ccccc21 (stereo not drawn) | 0% | -2%[46 µM]
Cc1ccc(N2CC(NC(=O)C3CCCCC3)CC2=O)cc1C (stereo not drawn) | 1% | ?
COc1ccc(S(=O)(=O)Nc2cccc(-c3ccc(N4CCCCCC4)nn3)c2)cc1 | 6% | 5%[46 µM]
Additional results
SMILES | Tau fibril ThT | LMNA splice mod
CCn1ccc2cc(S(=O)(=O)N3CCCN(C(=O)Nc4ccccc4F)CC3)ccc21 | 0% | ?
COc1ccc(OC)c(CNC(=O)C2COc3ccccc3C2)c1 (stereo not drawn) | -11% | 5%[46 µM]
COc1cccc(N2CCN(C(=O)c3cnn(C(C)(C)C)c3C3CCN(C(=O)OC(C)(C)C)CC3)CC2)c1 | -15% | 10%[46 µM]
CCc1ccc(NC(=O)CSc2nc3c([nH]c4ccccc43)c(=O)n2C)cc1 | -12% | ?
COc1cc(CCC(=O)NCc2ccc3c(c2)CCN3C(=O)c2ccc(F)cc2)cc(OC)c1OC | -4% | 5%[46 µM]
COc1ccccc1N1CCN(c2ncnc3c2c(-c2ccccc2)cn3-c2cccc(Cl)c2)CC1 | -6% | 2%[46 µM]
Cc1cc(C)c2c(N)c(C(=O)Nc3ccccc3C(F)(F)F)sc2n1 | -6% | -13%[46 µM]
CC(C)Cn1cc(NC(=O)N2CCN(c3ccccc3F)CC2)c2ccccc2c1=O | ? | -11%[46 µM]
CCOc1ccc(-n2cc(-c3ccccc3)c3c(NC4CCCC4)ncnc32)cc1 | -14% | ?
Cc1ccc(-n2ncc3c(Nc4ccc(Oc5ccccc5)cc4)ncnc32)cc1 | ? | -15%[46 µM]
COc1ccc(NC(=O)Nc2cn(CC(C)C)c(=O)c3ccccc23)c(OC)c1 | -12% | ?
Cc1ccc(C)c(N2CCN(C(=O)C3CCN(S(=O)(=O)c4cn(C)cn4)CC3)CC2)c1 | 2% | -8%[46 µM]
CC(=O)Nc1cccc(NC(=O)C(=O)NCCc2sc(-c3ccccc3)nc2C)c1 | -14% | 1%[46 µM]
O=S(=O)(NCCc1csc2nc(-c3ccc(Cl)cc3)nn12)c1ccc2c(c1)OCCO2 | -2% | 11%[46 µM]
COc1ccc(OC)c(CNC(=O)CN2C(=O)CCn3nc(-c4cn(C)c5ccccc45)cc32)c1 | ? | 7%[46 µM]
COc1ccc(-n2c(SCC(=O)Nc3cccc(C)c3C)nc3c([nH]c4ccccc43)c2=O)cc1 | 5% | ?
CC(C)c1ccc(NC(=O)c2cc(S(=O)(=O)NC3CCCCC3)ccc2F)cc1 | 0% | ?
Cc1cc2c(cc1S(=O)(=O)Nc1cc(C(F)(F)F)cc(C(F)(F)F)c1)OCC(=O)N2 | 4% | ?

7 of the compounds above, in CSV form:
smiles,Tau fibril ThT,LMNA splice mod
COc1ccccc1N1CCN(c2ncnc3c2c(-c2ccccc2)cn3-c2cccc(Cl)c2)CC1,-6%,2%[46 µM]
Cc1cc(C)c2c(N)c(C(=O)Nc3ccccc3C(F)(F)F)sc2n1,-6%,-13%[46 µM]
CC(C)Cn1cc(NC(=O)N2CCN(c3ccccc3F)CC2)c2ccccc2c1=O,?,-11%[46 µM]
CCOc1ccc(-n2cc(-c3ccccc3)c3c(NC4CCCC4)ncnc32)cc1,-14%,?
Cc1ccc(-n2ncc3c(Nc4ccc(Oc5ccccc5)cc4)ncnc32)cc1,?,-15%[46 µM]
COc1ccc(NC(=O)Nc2cn(CC(C)C)c(=O)c3ccccc23)c(OC)c1,-12%,?
Cc1ccc(C)c(N2CCN(C(=O)C3CCN(S(=O)(=O)c4cn(C)cn4)CC3)CC2)c1,2%,-8%[46 µM]
